MBD2 inh: blocks human MBD2 binding to methylated DNA. TR-FRET, MBD2 binding to methylated oligonucleotide. 370,000 compounds, 0.31% hits. Q9UBB5. AID 686964. inhibition, % at 4.4 µM; in the data active means inhibition above about 13%
Target sequence (Q9UBB5 whole entry, looked up): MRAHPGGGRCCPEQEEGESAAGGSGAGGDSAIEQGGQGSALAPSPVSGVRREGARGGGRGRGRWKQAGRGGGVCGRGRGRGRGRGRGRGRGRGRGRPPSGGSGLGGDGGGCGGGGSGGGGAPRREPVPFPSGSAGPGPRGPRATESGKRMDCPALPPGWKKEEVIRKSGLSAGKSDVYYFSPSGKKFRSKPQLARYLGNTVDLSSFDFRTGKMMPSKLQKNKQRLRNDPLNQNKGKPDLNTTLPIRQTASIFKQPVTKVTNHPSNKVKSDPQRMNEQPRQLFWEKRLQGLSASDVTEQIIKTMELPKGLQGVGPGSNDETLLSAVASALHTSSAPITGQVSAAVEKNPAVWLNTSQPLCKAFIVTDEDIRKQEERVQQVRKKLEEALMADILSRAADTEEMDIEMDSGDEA
PLC-beta3 inh: inhibitors of human phospholipase C beta3; Purified PLC-beta3, fluorogenic substrate, fluorescence; inhibition, % at 12.2 µM; 370,000 compounds, 0.18% hits; AID 720704; in the data active means inhibition above about 11%;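 further: 0% = median of compound wells on plate and 100% = full blocker control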
KLK7 zymogen act: activators of human kallikrein-7 zymogen. P49862. purified proKLK7, EDANS-DABCYL substrate fluorescence; 100% is mature enzyme control, 0% vehicle. activation, % at 7 µM. 370,000 compounds, 0.9% hits;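 active means activation above the mean of all tested compounds plus 3 SD, computed per campaign excluding outliers beyond control limits, cut at about 13% in these data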
DDE Tn6 FP inh: DD(E)-Tn6 binding inhibition, primary FP screen. P02675. Fibrin DD(E) TRITC-Tn6 fluorescence polarization displacement. inhibition, % at 8.3 µM. 370,000 compounds, 0.21% hits;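 active means inhibition above a per-campaign cutoff: mean of compounds within control limits plus 3 SD, cut at about 15% in these data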;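 further: 0% = median of all compound wells on the plate and 100% = blocking peptide control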
PLCg1 inh: blocks human PLC-gamma1 enzyme activity; P19174; purified PLC-gamma1, fluorogenic substrate, fluorescence; inhibition, % at 12.2 µM; 370,000 compounds, 0.84% hits; AID 720700; in the data active means inhibition above about 9.5%
ADAM17 inh: inhibits human ADAM17 | recombinant ADAM17, EDANS/DABCYL FRET peptide cleavage | P78536 | inhibition, % at 6.95 µM | 370,000 compounds, 0.83% hits;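 active means inhibition above the mean of compounds lying between control limits plus 3 SD, set per campaign, cut at about 8.5% in these data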;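 further: 0% = DMSO-only wells as the low control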
Target sequence (P78536 215-824 limits assumed): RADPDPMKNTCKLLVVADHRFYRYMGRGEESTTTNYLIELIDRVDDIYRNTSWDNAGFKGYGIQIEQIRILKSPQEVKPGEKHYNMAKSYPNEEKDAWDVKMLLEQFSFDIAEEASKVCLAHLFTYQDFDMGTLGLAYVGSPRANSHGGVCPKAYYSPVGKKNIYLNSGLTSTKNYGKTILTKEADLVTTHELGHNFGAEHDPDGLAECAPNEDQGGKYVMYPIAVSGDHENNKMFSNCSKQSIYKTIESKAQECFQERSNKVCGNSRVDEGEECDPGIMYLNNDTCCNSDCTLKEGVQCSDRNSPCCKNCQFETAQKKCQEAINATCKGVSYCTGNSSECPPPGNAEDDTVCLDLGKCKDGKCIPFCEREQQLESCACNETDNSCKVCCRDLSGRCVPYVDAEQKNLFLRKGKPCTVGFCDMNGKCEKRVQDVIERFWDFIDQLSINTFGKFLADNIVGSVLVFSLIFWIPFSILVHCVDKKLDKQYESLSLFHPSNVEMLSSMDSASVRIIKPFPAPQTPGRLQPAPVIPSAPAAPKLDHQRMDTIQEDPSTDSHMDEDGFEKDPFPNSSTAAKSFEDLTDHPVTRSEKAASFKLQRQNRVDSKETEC
ARFGAP1 inhibitor: inhibits rat ARF GTPase activating protein 1 | Q62848 | Arfgap1-stimulated ARF1 GTP hydrolysis, GDP FP detection | inhibition, % at 16.5 µM | 360,000 compounds, 0.26% hits | AID 651572;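 active means inhibition above a per-plate limit, mean inhibition of low control wells plus 3 SD, cut at about 25% in these data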;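 further: 0% = DMSO wells with enzyme and 100% = wells lacking Arfgap1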
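Replicates: Single well per compound | Assay system: Truncated rat Arfgap1 GAP domain | Control set: No-Arfgap1 wells (100%) versus DMSO full-reaction wells (0%) | Times: Enzyme reaction 120 min at 25 °C after 20 min preincubation | Reagent: Human ARF1(Δ1-17)-GTP substrate | Measured by: Tracer-displacement fluorescence polarization with EDTA stop, 620/688 nm | Measure: Percent inhibition of Arfgap1-stimulated GTP hydrolysis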
ASAP1 inh: inhibitors of human ASAP1 ArfGAP activity | AID 624377 | 360,000 compounds, 0.19% hits | ASAP1-stimulated ARF1 GTP hydrolysis, GDP FP detection | Q9ULH1 | inhibition, % at 16.5 µM; in the data active means inhibition above about 25%;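 further: 0% = vehicle with enzyme and substrate and 100% = no enzyme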
DDE Tn7 FP inh: DD(E)-Tn7 binding inhibition, primary FP screen; P02675; FP displacement of FITC-Tn7 peptide from fibrin DD(E); 0% = median of compound wells per plate; inhibition, % at 8.3 µM; 370,000 compounds, 0.13% hits; AID 720508;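 active means inhibition above the mean of compounds falling within the control limits plus 3 SD of them, cut at about 14% in these data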;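 further: 0% = plate median of compound wells and 100% = 10 µM Aha-Tn7 peptide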
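Also added: labelled Tn7 tracer, 0.1 µM; Assay system: human fibrin DD(E) protein; Amount: 2 µM fibrin DD(E); Schedule: 10 min compound pre-incubation, 3 h probe incubation at room temperature; Repeats: one replicate per compound; Read-out basis: percent inhibition; Measured by: fluorescence polarization of the labelled Tn7 tracer.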
UHRF1 MBD2 ctr: UHRF1 methyl-DNA binding inhibition; Q96T88; UHRF1 binding to methylated oligo, TR-FRET; AID 687016; inhibition, % at 4.4 µM; 370,000 compounds, 0.75% hits; in the data active means inhibition above about 21%;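 further: UHRF1 SRA domain binding a hemimethylated CpG hairpin DNA probe; 0% = median of test compound wells and 100% = reference inhibitor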
An asterisk follows results filed as active; i = inactive; / = not tested or not shown; & = joins results of further samples.

Order of results: MBD2 inh, PLC-beta3 inh, KLK7 zymogen act, DDE Tn6 FP inh, PLCg1 inh, ADAM17 inh, ARFGAP1 inhibitor, ASAP1 inh, DDE Tn7 FP inh, UHRF1 MBD2 ctr
[1] CCc1ccccc1N(CC(=O)N1CCN(c2ccccc2)CC1)S(C)(=O)=O
    0, -2, -0.2, -3, -1, -7, 1, -9, 4, -2
[2] CCOc1cc(C(=S)N2CCCCC2)ccc1OCC(=O)NCc1ccccc1
    -2, 3, 0.1, 2, 0, 0, -5, -4, 0, 0
[3] CCOc1ccc(CN2CCN(CC3CC3)CC2CCO)cc1 (stereo unspecified)
    -3, -10, -0.6, -2, 0, -5, 6, -7, 1, 2
[4] Cc1c(Cl)cccc1NC(CC(=O)c1ccccc1)C(=O)O (stereo unspecified)
    0, 0, 0.4, 7, 0, 1, 7, 2, 4, 1
[5] COc1cccc(-c2sc3ccccc3c2-c2ccc(OCCN3CCCC3)cc2)c1
    -4, -10, -3.9, 6, -5, 7, 11, -5, 9, 2
[6] CC(=O)Nc1cc(NC(C)=O)cc(C(=O)NC(C)(C)C)c1
    -4, 2, 0.1, 9, -3, -5, -4, -5, -1, 2
[7] CC1CCC(NC(=O)C(Cc2ccccc2)n2cccc2)CC1 (stereo unspecified)
    4, -8, 0.4, 4, -1, -4, 6, 2, 7, 1
[8] CC1CN(C(=O)C(c2ccccc2)c2ccccc2)CC(C)O1 (stereo unspecified)
    2, 2, -0.2, -5, -2, -1, 14, 9, -1, 0
[9] CCc1ccc(C(=O)COC(=O)CCc2nc3ccccc3c(=O)[nH]2)cc1
    -2, -6, -1.3, -1, -2, 0, -6, -1, 5, 3
[10] Cc1cccc(N2CCN(C3C(=O)Nc4ccccc4-n4nnnc43)CC2)c1C (stereo unspecified)
    6, 0, 1.8, -2, 0, 1, -1, -6, 3, 3
[11] COc1ccc(N2CCN(C(=O)c3oc4ccccc4c3NC(=O)Cc3ccc(OC)c(OC)c3)CC2)cc1
    0, 0, 0.4, 0, 1, 2, 10, -5, -5, 3
[12] COc1cc(Br)cc(/C=N/NC(=O)Cc2ccccc2)c1O
    3, -142, -47, 4, -98, -4, 11, 4, 1, -3
[13] COc1ccc(C(=O)NCC(=O)OCC(=O)NCc2ccco2)cc1
    1, -8, -0.5, 5, 1, -6, 1, -9, 6, -1
[14] Cn1c(Br)nc2c1c(=O)n(Cc1ccccc1)c(=O)n2C
    1, -5, 0.0, 4, 1, -1, 1, -8, 0, 0
[15] Cc1cccc(C(=O)N[C@H](C(=O)Nc2ccc(C)c(S(=O)(=O)N3CCOCC3)c2)C(C)C)c1
    -4, 2, -0.3, 3, -1, -1, -1, -12, 8, 0

Next section.
Order of results: MBD2 inh, PLC-beta3 inh, KLK7 zymogen act, DDE Tn6 FP inh, PLCg1 inh, ADAM17 inh, ARFGAP1 inhibitor, ASAP1 inh, DDE Tn7 FP inh, UHRF1 MBD2 ctr
[16] COc1ccccc1/C=C1/SC(=O)N(CCC(=O)Nc2ccc(S(=O)(=O)Nc3nccs3)cc2)C1=O
    -5, -11, -0.4, 7, -9, 3, 7, 11, 7, -1
[17] CCO[C@@H]1OC(C(N)=O)=C[C@H](C2CCCCC2)[C@H]1CCCO
    -2, 3, 1.0, 3, -2, 0, -7, -9, 10, 0
[18] O=C(CN1C(=O)NC2(CCCC2)C1=O)OCc1ccccc1
    3, -4, -0.7, 7, 4, -3, -2, -8, 0, 2
[19] Fc1ccccc1-c1nc(-c2ccc(-c3nn[nH]n3)cc2)no1
    2, -9, -0.2, 4, -6, -6, -6, 2, -4, -4
[20] O=c1c2cc3cccnc3nc2ncn1Cc1cccs1
    1, -29, 3.5, -2, -21, -43, /, /, 0, -2
[21] CS/C(=N\S(=O)(=O)c1cccs1)NC(=O)CSc1nc2ccccc2s1
    1, -11, -0.9, 6, -4, 1, -13, 0, -4, -1
[22] CCc1ccccc1NC(=S)NN
    -1, -8, 0.5, 5, -2, -4, 2, -3, 5, -2
[23] O=C(Nc1ccc(NC(=S)NC(=O)C(c2ccccc2)c2ccccc2)cc1)c1ccccc1
    1, 0, -1.3, -6, 2, -2, 8, 17, 6, -2
[24] CCN1CCN(C(=S)NCCOC)CC1
    -1, 2, 0.2, 10, 1, 0, 6, -6, -1, 0
[25] Cc1ccc(C(=O)Nc2ccc(N3CCN(C)CC3)cc2)cc1
    -1, 2, 0.2, 2, 5, 4, 3, 5, -6, 4
[26] CC(C)CC(=O)Nc1nnc(SCC(=O)Nc2nccs2)s1
    1, 4, -0.2, -7, 1, 1, 3, 21, 3, -4
[27] COc1ccc(N(CCC(=O)O)S(=O)(=O)c2ccc(C)cc2C)cc1
    -2, -5, -0.5, -5, -2, -3, 12, -5, -2, 2
[28] COc1cc(C2OC(=O)c3ccccc3S2)cc(OC)c1OC (stereo unspecified)
    -6, -6, 0.2, -1, -2, 0, -1, -5, -2, -2
[29] CCOCCCn1c(=NC(=O)c2cccnc2)c(C(=O)OCC)cc2c(=O)n3ccccc3nc21
    -2&-2, i, 29*, 1&-9, i, i, -11&0, 8&-5, 4&-9, -5&1
[30] Nc1cc(N)nc(SCC(=O)NC2CCCCCCC2)n1
    4, -3, 1.1, -2, 4, -7, 0, 9, 0, -1

Later entries.
Order of results: MBD2 inh, PLC-beta3 inh, KLK7 zymogen act, DDE Tn6 FP inh, PLCg1 inh, ADAM17 inh, ARFGAP1 inhibitor, ASAP1 inh, DDE Tn7 FP inh, UHRF1 MBD2 ctr
[31] N#Cc1ccccc1NC(=O)CC1c2ccccc2Oc2ccccc21
    4, 0, 0.2, -6, 0, 1, -2, -1, 3, -3
[32] NS(=O)(=O)c1ccc(NC(=S)NC(=O)c2ccc(Br)o2)cc1
    2, -1, 0.3, 4, -1, -6, 1, -9, 3, 0
[33] Cc1ccc(S(=O)(=O)Nc2ccc(S(=O)(=O)N3CCOCC3)cc2)cc1[N+](=O)[O-]
    -1, -3, -0.2, -7, 2, 0, 3, -7, 0, 1
[34] O=C(CSc1ncn[nH]1)Nc1ccc2c(c1)CCC2
    -4, 13*, 0.3, 3, 6, 8.8*, 14, 2, -8, 4
[35] CN(CC1CCOCC1)C(=O)CC1C(=O)NCCN1Cc1cccc(F)c1 (stereo unspecified)
    1, -32, 0.8, 3, -18, -13, -3, 1, 11, -3
[36] NS(=O)(=O)c1ccc(NS(=O)(=O)c2ccc(NC(=O)C3CC3)cc2)cc1
    3, -1, -1.0, 6, 1, 0, 7, -4, 3, -4
[37] N#Cc1ccccc1NC(=O)COC(=O)c1c[nH]c2ccccc12
    -2, -5, -0.5, 0, -4, -2, 3, -1, 1, 1
[38] CCOC(=O)c1nn(-c2ccc3c(c2)OCO3)cc1O
    2, -384, 32*, 6, -303, -60, 4, 3, 2, 0
[39] CC(C)CCC(O)(c1ccccc1)C(CN1CCOCC1)c1ccccc1 (stereo unspecified)
    3, 3, 0.5, -7, 2, -3, 6, -9, 0, 1
[40] COc1ccc(/C=C/C(=O)OCC(=O)Nc2ccc(Cl)cc2F)cc1S(=O)(=O)N1CCOCC1
    0, 1, -0.1, 5, 0, -3, 0, 0, 1, 2
[41] COc1cc(NC(=S)NNC(=O)CC(C)C)c(OC)cc1Cl
    4, -2, -0.3, 10, 0, -6, 1, 6, 7, 4
[42] O=C(Nc1cccc(S(=O)(=O)NC2=NCCC2)c1)c1cc(=O)[nH]c2ccccc12
    -6, -34, -0.1, -1, -27, -16, -3, -5, 2, 2
[43] O=C(O)c1cc(-c2ccccc2)n(-c2ccccc2)n1
    4, -11, 0.1, -14, -5, -2, 11, 14, -5, 1
[44] COc1ccc(C(=O)N2C=Cc3ccccc3C2C#N)cc1 (stereo unspecified)
    2, 3, -0.4, -3, -2, -3, 2, 4, -1, 10
[45] CCc1ccc(-c2cc3c(=O)n(CC(=O)NCCCN4CCC(Cc5ccccc5)CC4)nc(C)n3n2)cc1
    0, -3, 0.8, -6, 2, -1, 6, 3, 3, 0

(listing goes on)
Order of results: MBD2 inh, PLC-beta3 inh, KLK7 zymogen act, DDE Tn6 FP inh, PLCg1 inh, ADAM17 inh, ARFGAP1 inhibitor, ASAP1 inh, DDE Tn7 FP inh, UHRF1 MBD2 ctr
[46] CCOCc1c(C(=O)OCC(=O)Nc2ccccc2C(N)=O)oc2ccccc12
    0, -5, -0.1, 5, 0, -1, 6, -8, 2, 4
[47] Cc1ccc(C)c(NC(=O)C2CCCN(S(=O)(=O)c3c(C)noc3/C=C/N(C)C)C2)c1 (stereo unspecified)
    4, -19, -1.0, -2, -9, 2, -3, 2, 6, 2
[48] CC(=O)N=c1sccn1CC(O)c1ccc(Br)cc1 (stereo unspecified)
    1, -2, -0.3, 2, 0, 0, -4, -11, -2, 1
[49] CON1C(=O)C(=O)N(OC)C(C)(C)C1C (stereo unspecified)
    -1, 0, 0.1, 8, -2, -3, 0, -4, 5, 3
[50] COc1cc(C(=O)OCCc2cc3ccccc3c(=O)o2)cc(OC)c1OC
    3, 1, -0.2, 5, 0, -2, 3, 8, 2, 1
[51] CCn1c(SCC(=O)N2CCOCC2)nnc1C(C)NC(=O)c1ccccc1 (stereo unspecified)
    5, -4, -0.4, 7, 4, 1, -9, 3, 4, 3
[52] COc1ccc(NS(=O)(=O)c2cc(NC(=O)C3CCCO3)ccc2N2CCCCC2)cc1 (stereo unspecified)
    1, 2, 0.6, 10, 1, 5, -2, 2, -3, 2
[53] Clc1ccc(COc2ccccn2)cc1Cl
    2, -1, 0.3, 2, 3, -2, 0, -4, -5, 0
[54] CC(C)Oc1ccc(C(=O)Nc2cccc3cccnc23)cc1
    2, -1, 0.2, 2, -1, 0, -2, 1, 6, -2
[55] C[C@H](CO)N1C[C@H](C)[C@@H](CN(C)C(=O)NC2CCCCC2)Oc2c(NC(=O)Nc3ccccc3)cccc2C1=O
    1, 1, -0.3, 4, 2, 3, 10, -1, -4, -2
[56] Nc1nonc1C(=O)N/N=C/c1cc(Br)ccc1O
    -4, -167, -6.0, 1, -131, -2, -7, -6, -3, -1
[57] CCOC(=O)Cn1nc(C)c(NC(=O)COc2ccc(C)c(C)c2)c1C
    2, -2, 0.0, 7, 6, 0, 3, -3, 3, 1
[58] COc1ccc(-c2sc(Nc3ccccc3)n[n+]2-c2ccc(F)cc2)c(C)c1C
    -1, 1, -0.5, -1, -1, 3, 3, -8, 3, 0

Source: PubChem (The Scripps Research Institute Molecular Screening Center)
